procasp3 activ: procaspase-3 (human) activation; P42574; activation, % at 8.5 µM; actives 0.11% (n = 330,000); AID 463141; recombinant procaspase-3 D3A, Ac-DEVD-pNA absorbance 405 nm;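 active = activation above the mean of all tested compounds plus 3 SD, cut at about 21% in these data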;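 also: 0% = DMSO alone and 100% = DMSO wells spiked with extra 5 µM PC-3 D3A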
Target sequence (P42574 whole entry D9A/D28A/D175A): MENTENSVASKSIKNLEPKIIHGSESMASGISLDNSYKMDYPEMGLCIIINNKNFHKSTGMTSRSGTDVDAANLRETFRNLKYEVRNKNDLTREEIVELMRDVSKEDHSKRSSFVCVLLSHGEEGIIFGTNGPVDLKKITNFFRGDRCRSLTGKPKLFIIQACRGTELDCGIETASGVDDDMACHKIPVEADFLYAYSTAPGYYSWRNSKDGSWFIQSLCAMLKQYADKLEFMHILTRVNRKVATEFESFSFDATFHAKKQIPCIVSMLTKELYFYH
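Test system: Procaspase-3 D3A mutant, all three cleavage aspartates alanine | Dosing: Single dose, 8.5 µM nominal compound, 0.8% DMSO | Schedule: 1 h preincubation, 2 h reaction | Technique: 405 nm absorbance of p-nitroaniline, reads at 0 and 120 min | Repeats: One well per compound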
proCasp7 act: activates human procaspase-7, counter-screen for procaspase-3 activators. recombinant procaspase-7, Ac-DEVD-pNA absorbance 405 nm; D23A/D198A/D206A triple mutant, cannot self-cleave; scale: DMSO 0, 5 µM enzyme 100. activation, % at 8.5 µM. actives 0.093% (n = 330,000). AID 463210;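 active = percent activation above the screen-wide mean plus 3 SD, cut at about 25% in these data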
Target sequence (P55210 whole entry D23A/D198A/D206A): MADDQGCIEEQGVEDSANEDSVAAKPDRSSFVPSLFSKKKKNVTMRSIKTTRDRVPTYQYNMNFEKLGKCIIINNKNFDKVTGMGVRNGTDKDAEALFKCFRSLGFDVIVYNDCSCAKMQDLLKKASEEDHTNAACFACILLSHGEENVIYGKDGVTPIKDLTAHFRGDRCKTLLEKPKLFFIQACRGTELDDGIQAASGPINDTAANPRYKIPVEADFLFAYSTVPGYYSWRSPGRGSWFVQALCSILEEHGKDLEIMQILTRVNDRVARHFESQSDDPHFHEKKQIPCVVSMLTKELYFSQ
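Assay system: Uncleavable procaspase-7 mutant enzyme / Input: 2 µM procaspase-7 mutant as dispensed / Dosing: single nominal 8.5 µM compound dose, 0.8% DMSO final / Timing: 1 h enzyme–compound preincubation and 2 h substrate reaction, both 25 °C / Detection: p-Nitroaniline absorbance at 405 nm, read at 0 and 120 min / Replication: singlicate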
RPL19A TOR yeast: modulators of TOR pathway RPL19A-GFP in S. cerevisiae | S. cerevisiae RPL19A-GFP strain, flow cytometry, 3 h; stronger effect = lower value | AID 2025 | actives 0.3% (n = 330,000) | percent response vs DMSO, % at 10 µM;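 active = percent response vs DMSO below 50%; inconclusive = fewer than 70 events counted for the yeast strain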;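 also: median channel GFP fluorescence of the barcoded RPL19A-GFP strain; ratio of sample median GFP to plate DMSO average so 100% = DMSO; lower means less RPL19A-GFP as with rapamycin TOR inhibition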
Yeast superoxide: lowers age-related superoxide in aged yeast cells; S. cerevisiae aged cells, superoxide DHE fluorescence; stronger effect = lower value; superoxide response (% of plate mean), % at 10 µM; actives 0.18% (n = 330,000); AID 2690;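 active = superoxide response under a set limit, about three screen SD below normal, cut at about 65% in these data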;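 also: yeast aged for seven days with compound at 30 °C before DHE staining; 100% = average MFI of all compound-treated wells on the plate with controls excluded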
LAP4 TOR yeast: alters LAP4-GFP fluorescence in TOR pathway yeast screen | S. cerevisiae LAP4-GFP multiplex, flow cytometry GFP, 3 h; median GFP as percent of DMSO wells | GFP response vs DMSO, % at 10 µM | actives 0.34% (n = 320,000);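 active = GFP response vs DMSO above a set limit, about the screen mean plus 3 SD, cut at about 150% in these data; inconclusive = under 70 cell events counted for the yeast strain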
MEP2 TOR yeast: yeast TOR pathway MEP2-GFP modulation | actives 0.51% (n = 330,000) | AID 2016 | S. cerevisiae MEP2-GFP strain, flow cytometry GFP, 3 h; 100% = DMSO control level | GFP response vs DMSO, % at 10 µM;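 active = GFP response versus DMSO above a set limit, roughly screen mean plus 3 SD, cut at about 180% in these data; inconclusive = fewer than 70 cells counted for a yeast strain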;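 also: median GFP fluorescence of the barcode-gated MEP2-GFP cells per well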
AHR activator: activates the human aryl hydrocarbon receptor; AHR-responsive luciferase reporter cells, luminescence; activation, % at 5 µM; actives 2.5% (n = 320,000); AID 2796; in the data active = activation above about 47%;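 also: 0% = vehicle wells and 100% = reference agonist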
JMJD2C inh: human JMJD2C demethylase inhibition; Q9H3R0; GST-JMJD2C(1-420) H3K9me3 demethylation, DELFIA europium; inhibition, % at 2.35 µM; actives 0.069% (n = 330,000); AID 2099;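 active = more than half of a compound's replicate wells show inhibition beyond 50%, single wells judged on their own value; inconclusive = some, but no more than half, of replicates pass 50% inhibition; inactive = no replicate passes 50% inhibition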;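 also: signal counts dimethyl H3K9 product captured on neutravidin plate; 0% = median of DMSO wells and 100% = 0.3 times that DMSO median; strong numbers were not always called active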
Target sequence (Q9H3R0 1-420 limits assumed): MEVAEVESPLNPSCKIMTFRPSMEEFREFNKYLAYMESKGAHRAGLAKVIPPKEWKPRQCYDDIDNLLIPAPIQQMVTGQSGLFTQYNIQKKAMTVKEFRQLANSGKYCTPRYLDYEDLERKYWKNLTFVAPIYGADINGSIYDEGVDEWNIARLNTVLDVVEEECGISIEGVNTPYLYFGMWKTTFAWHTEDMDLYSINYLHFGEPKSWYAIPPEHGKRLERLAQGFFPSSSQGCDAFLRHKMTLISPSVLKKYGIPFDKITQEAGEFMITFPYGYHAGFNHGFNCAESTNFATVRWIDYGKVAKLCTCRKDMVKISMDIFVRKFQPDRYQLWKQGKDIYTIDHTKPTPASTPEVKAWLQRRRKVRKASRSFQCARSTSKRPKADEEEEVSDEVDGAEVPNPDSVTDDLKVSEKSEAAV
* = called active by the depositor; ? = inconclusive; nt = no result given; [ ] = remark or other dose.

SMILES,procasp3 activ,proCasp7 act,RPL19A TOR yeast,Yeast superoxide,LAP4 TOR yeast,MEP2 TOR yeast,AHR activator,JMJD2C inh
CCOC(=O)C1CCN(Cc2cc(=O)oc3cc(C)c(Cl)cc23)CC1,0,2,103,107,87,105,1,1
CCOC(=O)CC(=O)c1cc(OC)c(OC)c(OC)c1,2,6,88,79,93,92,3,nt
O=C(c1ccc2c(c1)OCO2)N1CCC2(CC1)Oc1ccc(F)cc1C(=O)C21CC(c2ccccc2)=NO1 (centres undefined),1,0,97,105,107,97,7,13
O=C(O)c1ccc(N=Nc2c(O)[nH]c3cc(Cl)ccc23)cc1,-8,-1,96,123,100,96,30,6
Cc1nccn1CCCN1C(=O)OC2(CCCCC2)C1(C)O (centres undefined),-9,0,103,107,107,114,4,-9
Cc1[nH]c2ccccc2c1C(c1ccccn1)c1c(C)[nH]c2ccccc12,-2,-4,101,97,99,106,11,-3
Cn1cnnc1SCCn1c(N2CCCCC2)nc2c1c(=O)[nH]c(=O)n2C,-9,-2,97,110,99,112,1,-20
Nc1ncnc(N(c2ccccc2)C2CCCCC2)c1[N+](=O)[O-],-1,0,109,92,99,109,0,-13
O=[N+]([O-])c1sccc1CS(=O)(=O)c1ccccc1,7,8,98,122,99,89,0,6
COc1cc(C(=O)OCc2nc3ccsc3c(=O)[nH]2)c([N+](=O)[O-])cc1OC,0,-4,101,103,112,102,0,2
Cc1cc(=O)[nH]c2c(C)c(Cl)ccc12,8,4,100,102,105,105,-1,8
CCOC(=O)c1cccnc1SCC(=O)NC(C)CC (centres undefined),-1,-4,99,105,102,100,3,5
O=C(NNC(=S)NCc1ccc(Cl)cc1)c1ccc2c(c1)OCO2,11,5,93,100,103,96,0,-6
Cc1cc(NC(=O)c2ccc3nccnc3c2)ccc1Br,3,6,93,101,96,94,64*,nt
O=C(CC(=O)c1c(F)cccc1Cl)c1ccccc1O,3,5,98,111,110,99,44,-5
c1ccc(-c2nc(C3CCCCC3)c3sccc3n2)cc1,3,-3,105,105,127,102,5,-2
Cc1cc(C)cc(NC(=O)Nc2cc(-c3ccccc3)nn2C)c1,-3,6,98,105,105,97,23,18
CCOc1ccc([C@@H]2CC=C(C(=O)O)[C@H](c3ccc(F)cc3)N2S(=O)(=O)c2ccc(C)cc2)cc1,4,4,96,92,144,89,-2,9
COCCN(C(=O)COC(=O)C1CC1C)c1c(N)n(Cc2ccccc2)c(=O)[nH]c1=O (centres undefined),7,5,105,106,112,109,-2,39
COc1ccc(/C=C/C(=O)c2ccc[nH]2)cc1OC,-5,-16,93,92,109,103,12,5
Cc1cccc(-c2oc3ccc(-c4ccc5c(c4)OCO5)cc3c2C#Cc2cncn2C)c1,5,8,95,97,101,87,26,1
COc1ccccc1/C=C/C(C)=O,-3,17,99,107,94,111,0,-3
COCCN(C(=O)CCc1nnc(Cc2c[nH]c3ccccc23)o1)C(C)C,3,-3,103,102,93,109,9,26
COc1cc2c(cc1OC)C(C)N(C(=O)c1sc(-c3cnccn3)nc1C)CC2 (centres undefined),2,0,97,118,105,94,9,?
CC(C)(C)c1ccc(/C=C/C(=O)O)s1,10,1,105,118,98,99,-4,-2

Only AHR activator, for two of the compounds above:
SMILES	AHR activator
O=[N+]([O-])c1sccc1CS(=O)(=O)c1ccccc1	0
O=C(O)c1ccc(N=Nc2c(O)[nH]c3cc(Cl)ccc23)cc1	30

Following part.
SMILES,procasp3 activ,proCasp7 act,RPL19A TOR yeast,Yeast superoxide,LAP4 TOR yeast,MEP2 TOR yeast,AHR activator,JMJD2C inh
Cc1cccc(Cc2ccc(Cl)nn2)c1,1,-1,106,98,105,107,-1,-13
COC(=O)C1Cc2c([nH]c3ccccc23)CN1C(C)=O (centres undefined),4,6,104,101,106,100,15,-7
CC(C)(C)NC(=O)NC(=O)COC(=O)Cc1c(Cl)cccc1Cl,-5,7,100,100,81,102,1,4
CCSc1nnc(NC(=O)C2CCN(S(=O)(=O)c3ccccc3C(F)(F)F)CC2)s1,7,3,109,101,84,103,-1,-5
C=CC[N+]1(CC=C)CCOCC1,-1,3,100,95,97,94,0,10
CCCNC(=O)CCCN1C(=O)c2ccccc2Sc2ncccc21,8,2,105,107,93,111,0,-9
COC(=O)c1ccc(NC2c3ncccc3C(=O)N2Cc2cccs2)cc1 (centres undefined),3,-5,106,107,88,106,-3,6
Cc1ccccc1CN(c1ccc(C(=O)NCc2ccccn2)cc1)S(C)(=O)=O,8,15,87,91,117,96,0,26
Cc1ccc(NS(=O)(=O)c2c(C)[nH]c(C)c2C(=O)N2CCCCC2)c(Br)c1,4,7,96,90,93,99,7,44
CCn1c(C(C)NC(=O)c2cccc(C)c2)nc2ccccc21 (centres undefined),1,2,97,94,93,93,4,12
Cc1onc(-c2ccccc2)c1C(=O)NNC(=S)NC(=O)c1ccc(F)cc1,-2,-5,56[may fluoresce violet],99,102[may fluoresce violet],176*[may fluoresce violet],24,-4
CCOc1ccc(CCNC(=O)CSc2nc3ncc(Cl)cc3[nH]2)cc1OCC,6,-5,102,105,73,97,6,-18
COc1cccc(C2CC(C(F)(F)F)n3ncc(C(=O)Nc4c(C)n(C)n(-c5ccccc5)c4=O)c3N2)c1 (centres undefined),-3,10,101,114,106,113,-1,nt
COc1ccc(C2CC(c3ccc(OC)c(OC)c3)=NN2S(C)(=O)=O)cc1 (centres undefined),1,3,100,109,96,98,23,-8
CC(=O)Nc1nn(C)c2nc(C)cc(C)c12,1,2,98,92,98,101,1,11
CCN(CC)C(=O)CSc1nc(O)cc(=O)n1C,-9,1,99,87,95,101,1,2
CCN(CC(=O)Nc1c(F)cccc1F)C(=O)Cc1ccccc1,0,6,100,99,89,101,3,3
COc1ccc(-n2c(=O)[nH]c3c(C(N)=O)nc(C4CCCCC4)nc32)cc1,-1,-5,105,101,92,107,14,-5
CCN(CC)CCn1c2ccccc2c2cnc(N=CN(C)C)c(C#N)c21,2,-5,95,102,95,98,7,-34
Cc1c(N(C(=O)c2cc(=O)[nH]c3ccccc23)C(C)C)c(=O)n(-c2ccccc2)n1C,0,9,100,98,100,103,0,0
CCCCCNc1nc(N2CCCC2)c2c(c1C#N)CCN(C)C2,-3,-11,95,107,93,93,60*,-15
Cc1ccc(S(=O)(=O)Nc2ccccc2C(=O)N2CCN(C)CC2)cc1,-1,-1,107,99,113,106,0,-2
O=C(Nc1ccc(S(=O)(=O)Nc2ncccn2)cc1)c1ccc(S(=O)(=O)N2CCCC2)cc1,1,7,93,104,92,88,-1,7
CCOc1ccc(N=C/C=C/c2ccccc2)c(O)c1,-9,-9,106,77,101,105,4,3
COc1ccc(NC(=O)Cc2ccccc2F)cc1S(=O)(=O)N1CCCCC1,3,8,97,93,105,104,1,nt
Cc1noc(C)c1NC(=O)Nc1cccc2c1O[C@H](CN(C)C(=O)Nc1ccccc1)[C@@H](C)CN([C@H](C)CO)C2=O,5,10,94,76,89,91,0,-2
O=C(O)CC(NC(=O)C12CC3CC(CC(C3)C1)C2)c1ccc(OC2CCCC2)cc1 (centres undefined),1,-3,96,113,93,92,11,-3
C/C(CC(=O)Nc1cccc(C(F)(F)F)c1)=N/NC(=O)C(=O)NCCO,-10,10,97,113,93,91,2,-2
CC(C)NC(=O)CCNS(=O)(=O)c1ccc(Br)cc1,-2,-2,101,90,98,96,2,24
O=S(=O)(c1ccc(F)cc1)n1ccc(-c2cnc(-c3ccccc3)s2)n1,2,-9,101,104,102,98,-2,-16
CCOC(=O)N/N=C\c1cccc(OC)c1OC/C=C/c1ccccc1,nt,nt,105,94,79,105,nt,4
COc1ccc2c(c1)c(=O)oc1cc(OCC(=O)NC3CC3)ccc12,5,1,105,104,103,107,8,-1
C#CCSc1[nH]c(=O)cc(C)c1C#N,-5,5,101,102,92,104,-1,-1
COC(=O)c1ccc(C(=O)OC)c(NC(=O)CN2CCCCC2)c1,-10,-15,102,113,96,99,2,10
O=C(CN1C(=O)C2CCCCC2C1=O)Nc1ccccc1C(=O)O (centres undefined),12,5,103,106,108,107,-3,-1
Cc1ccc(C(=O)c2cn(-c3ccc(F)c(Cl)c3)nn2)cc1,-5,5,108,99,107,101,0,8
Cc1ccc(N2CC(C(=O)Nc3nnc(SCCC4OCCO4)s3)CC2=O)cc1 (centres undefined),7,-1,97,111,123,105,-2,9
CC(C)(C)c1cc(NC(=O)COC(=O)c2nccnc2N)n(-c2ccccc2)n1,8,-3,100,104,107,109,-1,5
CCOC(=O)c1sc(NC(=O)c2cc3c(s2)CCC(C)C3)nc1C (centres undefined),-4,-6,99,90,102,99,-6,-2
CCCCC1=CC2=C(c3ccco3)C(=O)C(C)(OC(=O)c3ccc(OC)cc3)C(=O)C2=CN1C1CC1 (centres undefined),-8,-10,87,100,106,92,2,-7
CC(=O)N/C(=C/c1ccc2c(c1)OCO2)C(=O)NC(Cc1ccccc1)C(=O)O (centres undefined),3,-4,109,88,112,104,1,29
COc1cc2[nH]c(C(=O)N3CCN(c4ccccc4F)CC3)cc2c(OC)c1OC,7,-9,107,102,106,116,3,19
Cc1cccc(C)c1N1C(=O)C2ON(c3ccccc3)C(c3ccncc3)C2C1=O (centres undefined),-3,0,98,86,98,99,1,2
CC(=O)c1cccc(NC(=O)CCNC(=O)c2cccc(C)c2)c1,-10,5,97,113,95,106,1,-12
CCOC(=O)Nc1ccc(S(=O)(=O)Nc2onc(C)c2C)cc1,-6,-7,102,113,101,100,0,9
Cc1noc(C)c1COc1ccc(C(=O)N2CCC(C)CC2)cc1,9,3,106,91,107,105,-1,-3
COc1cc2c(cc1C=O)OC(C)C2 (centres undefined),3,6,95,81,93,96,1,18
CCCC(=O)Nc1nnc(S(=O)(=O)N2CCCC2)s1,3,-3,100,99,101,98,-2,-27
CCOc1ccc(/C=C/C(O)=C2/C(=O)NC3(C)CC2c2ccccc2O3)cc1OC (centres undefined),2,-1,90,111,103,100,2,-2
CCOc1ccc(CC(=O)N2CCN(c3ccc(N4CCOCC4)nn3)CC2)cc1OCC,2,-3,98,97,98,101,2,-1
COc1cc(C(=O)N(C)CCOc2ccc(C)cc2)ccc1OC1CCN(C(C)=O)CC1,-1,11,103,96,94,103,-3,3
Cc1cc(C)cc(Oc2ccc(N)cc2)c1,3,-3,102,73,116,102,-1,2
COc1ccc(NC(=O)COC(=O)/C=C/c2ccc(OC)c(S(=O)(=O)N3CCOCC3)c2)cc1,-3,-2,99,90,98,105,-1,13

Bioassay records: PubChem, several laboratories
